ROMK primary: modulates human ROMK potassium channel activity | Tet-inducible ROMK, thallium flux fluorescence; actives lie on both sides | B-score at 10 µM | 130,000 compounds, 2% hits | AID 1918;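 active = signal ratio slope over the read window, or its plate-corrected B-score, at least 3 SD from the plate mean, either direction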;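 note: B-score of the F/F0 ratio slope over 7 to 12 s after thallium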
PPARg SRC1 recr: agonists of human PPARgamma SRC-1 coactivator recruitment; P37231; activation, % at 8 µM; 200,000 compounds, 0.41% hits; PPARgamma-SRC-1 coactivator recruitment biochemical assay; in the data active = activation above about 19%;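 note: 0% = DMSO and 100% = reference agonist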
Target sequence (P37231 whole entry, looked up): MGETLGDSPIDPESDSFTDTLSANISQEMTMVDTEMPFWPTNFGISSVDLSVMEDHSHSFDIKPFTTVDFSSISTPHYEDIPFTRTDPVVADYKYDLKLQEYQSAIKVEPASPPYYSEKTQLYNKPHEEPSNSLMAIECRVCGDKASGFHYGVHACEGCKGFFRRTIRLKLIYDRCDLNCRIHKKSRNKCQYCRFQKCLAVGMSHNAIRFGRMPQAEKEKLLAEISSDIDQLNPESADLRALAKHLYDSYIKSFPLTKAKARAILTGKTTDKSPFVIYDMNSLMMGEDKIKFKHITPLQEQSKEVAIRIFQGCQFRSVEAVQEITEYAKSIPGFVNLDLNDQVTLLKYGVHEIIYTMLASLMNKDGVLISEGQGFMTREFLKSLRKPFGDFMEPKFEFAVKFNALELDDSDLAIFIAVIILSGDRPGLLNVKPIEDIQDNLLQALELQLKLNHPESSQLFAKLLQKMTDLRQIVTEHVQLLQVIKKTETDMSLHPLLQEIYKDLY
PMI act: activators of human phosphomannose isomerase; purified human PMI, coupled resazurin fluorescence, 20 min; stronger effect = higher value; 1 = vehicle control, 0 substrate-free wells; activation factor at 20 µM; AID 1214; P34949; 190,000 compounds, 0.005% hits;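 active = activation factor of 2 or more at 20 µM, relative to plate controls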
Target sequence (P34949 whole entry, looked up): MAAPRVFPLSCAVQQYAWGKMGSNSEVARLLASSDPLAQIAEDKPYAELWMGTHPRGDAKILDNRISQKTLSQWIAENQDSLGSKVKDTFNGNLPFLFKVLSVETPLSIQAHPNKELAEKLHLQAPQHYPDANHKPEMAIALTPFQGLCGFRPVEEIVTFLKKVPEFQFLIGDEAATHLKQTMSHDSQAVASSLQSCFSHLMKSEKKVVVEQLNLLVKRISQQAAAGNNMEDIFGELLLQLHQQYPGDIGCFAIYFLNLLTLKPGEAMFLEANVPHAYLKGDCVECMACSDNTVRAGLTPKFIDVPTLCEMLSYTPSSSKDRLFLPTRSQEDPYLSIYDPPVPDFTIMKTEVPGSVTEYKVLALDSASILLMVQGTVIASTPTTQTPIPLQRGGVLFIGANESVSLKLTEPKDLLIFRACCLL
S1P3 antagonist: antagonists of human S1P3 receptor. Q99500. CHO S1P3 NFAT-BLA reporter, FRET fluorescence, antagonist mode. inhibition, % at 4.98 µM. 170,000 compounds, 0.27% hits. AID 485;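 active = inhibition above the plate cutoff, the mean inhibition of test wells on that plate plus 3 SD, cut at about 28% in these data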;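 note: cells challenged with S1P at its EC80 of 0.8 µM; blue over green emission ratio from cleaved BLA substrate after 4 h stimulation; 0% = S1P-stimulated wells and 100% = unstimulated DMSO-only wells; some compounds past the cut are filed as inactive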
PPARg SRC3 recr: agonists of human PPARgamma SRC-3 coactivator recruitment; P37231; biochemical PPARgamma/SRC-3 coactivator recruitment assay; activation, % at 8 µM; 200,000 compounds, 0.26% hits; AID 731; in the data active = activation above about 23%;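 note: 0% = DMSO and 100% = reference agonist; some compounds past the cut are filed as inactive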
PMI act satM6P: increases human PMI activity with near-saturating mannose 6-phosphate; P34949; coupled PMI enzyme assay, resazurin fluorescence, 20 min; stronger effect = higher value; 1 = untreated enzyme, 0 = substrate-free blank; activation factor at 20 µM; 190,000 compounds, 0.34% hits; AID 1216;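 active = activation factor of 2 or more at 20 µM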
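Material: human phosphomannose isomerase with PGI, G6PDH, diaphorase coupling enzymes / Reagent: Man-6-P substrate 1.0 mM / Dosing: single compound dose of 20 µM, 1% DMSO final / Incubation: enzyme reaction with compound 20 min at room temperature / Signal: resorufin fluorescence (Ex 544/Em 590 nm) from resazurin via diaphorase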
PPARg SRC2 recr: agonists of SRC-2 recruitment by human PPARgamma; P37231; PPARgamma LBD-SRC-2 recruitment, biochemical; activation, % at 8 µM; 200,000 compounds, 0.34% hits; AID 1032; in the data active = activation above about 22%;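 note: 0% = vehicle and 100% = reference agonist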
Diaph act CS: activates diaphorase or chemically reduces, flagging diaphorase assay artifacts | Diaphorase/resazurin coupled assay, resorufin fluorescence, 16 min; stronger effect = higher value; 1 = vehicle wells, 0 = NADH-free wells | activation factor at 20 µM | 190,000 compounds, 0.005% hits | AID 1229;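 active = diaphorase activity raised at least twofold by the compound at 20 µM; inactive = activation factor below 2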
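Material: Clostridium kluyveri diaphorase, purified enzyme; Quantity: enzyme 0.07 U/mL final; Medium: HEPES pH 7.4 buffer with MgCl2 and Tween 20; Dosing: single compound dose of 20 µM, 1% DMSO final; Schedule: 16 min reaction at room temperature; Measured by: red resorufin fluorescence at 544/590 nm excitation/emission.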
G6PDH counter: counter-screen for G6PDH assay hits: L. mesenteroides G6PDH inhibition. 200,000 compounds, 0.12% hits. inhibition, % at 5 µM. AID 1020. Purified L. mesenteroides G6PDH, diaphorase/resazurin coupled fluorescence, 45 min; in the data active = inhibition above about 50%
SRC2 TRFRET art: flags TR-FRET format artefacts in PPARgamma SRC-2 recruitment agonist screen; TR-FRET artefact counter-screen; stronger effect = higher value; TR-FRET ratio at 8 µM; 200,000 compounds, 0.4% hits; in the data active = TR-FRET ratio above about 2000; note: inactives centre near 1500
Diaphorase inh: counter-screen for diaphorase-based assays: diaphorase inhibitors and chemical oxidizers. diaphorase resazurin-to-resorufin fluorescence, NADH, 16 min; bacterial (C. kluyveri) enzyme, not human. inhibition, % at 20 µM. 190,000 compounds, 0.69% hits. AID 1217;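 active = primary screen inhibition at 20 µM above a set limit, cut at about 50% in these data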;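 note: plate controls were DMSO with full reaction for no effect and wells lacking NADH for full effect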
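Test system: Clostridium kluyveri diaphorase enzyme / Quantity: diaphorase at 0.14 U/mL in enzyme working solution / Incubation: 16-min room-temperature incubation before reading / Benchmarks: NADH-free wells as positive control, DMSO-only neutral wells / Signal: resorufin fluorescence 544/590 nm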
* = called active by the depositor; · = not tested or not shown.

SMILES	ROMK primary	PPARg SRC1 recr	PMI act	S1P3 antagonist	PPARg SRC3 recr	PMI act satM6P	PPARg SRC2 recr	Diaph act CS	G6PDH counter	SRC2 TRFRET art	Diaphorase inh
CC(NS(=O)(=O)c1ccc(Br)cc1)C(c1cccs1)N1CCOCC1 (centres undefined)	-0.00024	-2	0.9	3	-4	0.9	-1	0.8	13	1486	16
COc1cccc(/C=N/N2CCN(C)CC2)c1	0.76	16	0.8	2	5	1.1	3	1	15	1672	2
CC(C)(C)NC(=O)C1CN(S(=O)(=O)c2ccccc2)CCN1S(=O)(=O)c1ccccc1 (centres undefined)	·	6	1	23	-5	1	-7	0.9	-5	1471	14
O=C1C(c2ccncc2)N(CCC2=CCCCC2)C(=O)CN1C1CCCCC1 (centres undefined)	·	2	1	·	4	1	0	0.8	2	1631	16
COc1ccc(-n2c(Cc3ccccc3)nnc2SCc2ccc([N+](=O)[O-])cc2)cc1	-2.3*	2	0.8	2	0	0.9	2	0.8	-5	1429	16
CCN(CC)C(=O)c1ccc(S(=O)(=O)N2CCC(c3nc4ccccc4s3)CC2)cc1	-2.4	3	1	·	1	1	8	0.9	1	1563	11
Cc1cc(NC(=O)C2CC(c3ccc(F)cc3)=NO2)no1 (centres undefined)	·	13	0.9	-23	7	0.8	10	0.8	2	1779	21
COCCNC(=O)COc1ncnc2scc(-c3ccc(F)cc3)c12	-0.24	9	1	-16	3	1	11	0.9	-1	1835	7
O=C(C1CC=CCC1)N1CCC(CO)(Cc2ccc(Cl)cc2)CC1 (centres undefined)	0.43	2	1	7	3	1	6	0.9	4	1577	11
CCC(Sc1nc2ccc(C)cc2[nH]1)C(=O)O (centres undefined)	1.2	-2	0.9	·	-1	1	1	1	11	1510	3
O=S(=O)(NCCc1ccc2c(c1)OCCO2)c1cccs1	-0.38	14	0.9	0	11	0.9	12	0.9	-16	1711	9
O=CN1N=C(c2ccccc2)CC1c1ccccc1[N+](=O)[O-] (centres undefined)	-0.56	-3	0.9	10	2	0.7	4	0.8	1	1452	18
COc1cccc(S(=O)(=O)Nc2ccc(C(=O)N3CCCCCC3)cc2)c1	2.4	0	1	-8	1	1	1	1.1	11	1449	-9
N#CC1CC(c2ccc([N+](=O)[O-])cc2)=NN1c1ccc([N+](=O)[O-])cc1 (centres undefined)	0.42	-3	1.3	-2	-2	1.2	5	1	0	1635	-2
CCOC(=O)c1sc(NC(=O)Nc2ccc(F)cc2)nc1C	-0.22	10	1.2	-20	2	1.1	0	1	7	1721	4
Cc1cc(/C=C2\SC(=S)NC2=O)c(C)n1C1CC1	-0.77	7	1	·	-2	1.1	-6	0.8	3	1512	24
CC1CCN(C(=O)Cn2c(=O)n(Cc3ccc4c(c3)OCO4)c(=O)c3ccccc32)CC1	·	4	0.9	11	4	0.9	8	0.9	5	1605	12
Cc1cc(C)c2nc(NNC(=O)c3cc(-c4cccs4)nc4ccccc34)sc2c1	0.12	1	1.1	6	0	1.1	-5	1	-2	1461	0
COC(=O)c1cc2c(ccn2-c2ccc(F)cc2)n1Cc1ccc(C#N)cc1	0.35	3	0.9	-8	0	1	-3	1	7	1453	4
Cc1ccccc1C(=O)NC(=S)Nc1cccc(NC(=O)C(C)C)c1	-0.42	-6	0.9	-13	-5	0.8	-6	0.9	1	1532	15
CN(Cc1cnn(C)c1)Cc1nc(-c2ccc(Cl)cc2)no1	0.33	3	0.8	-1	8	0.8	1	0.8	14	1701	17
O=C1CC(C2CCCO2)C(=O)N1c1ccc(Cl)c(Cl)c1 (centres undefined)	1.7	6	1.1	10	2	1.1	2	0.9	11	1706	10
O=C(NCC1CCCO1)c1cc2c(=O)[nH]c3ccccc3c2s1 (centres undefined)	-0.85	-4	1.2	4	-4	1.1	-2	0.8	4	1536	15
CCOc1ccccc1NC(=S)NCC1CCCO1 (centres undefined)	·	2	1.1	1	4	1	7	0.9	6	1512	9
O=c1c([N+](=O)[O-])cccn1Cc1ccc(F)cc1Cl	0.014	7	1.1	-13	4	1	4	1	8	1520	3
Cc1nc2ccccc2n1CC(=O)OCC(=O)Nc1ccc2c(c1)OCCO2	·	-2	1	-4	-5	1	5	0.9	5	1488	9
COc1nc(N)c(S(=O)(=O)c2ccccc2C)cc1C#N	·	-1	0.9	·	9	0.9	3	0.9	-2	1598	14
Cc1ccsc1C(=O)Nc1ccccc1N1CCOCC1	-2.2	11	1	·	3	1.1	3	1	-4	1578	-3
CC(C)(C)C(=O)CNS(=O)(=O)c1ccc(S(=O)(=O)NC2CCCC2)cc1	0.5	-6	0.9	-11	8	1.1	2	0.9	7	1638	8
CN(CC(=O)Nc1ccccc1C(F)(F)F)C(=O)COc1cccnc1[N+](=O)[O-]	1	-2	0.9	-3	0	0.8	-5	0.9	2	1675	9

4 compounds drawn at random from those above, as already listed:
SMILES	ROMK primary	PPARg SRC1 recr	PMI act	S1P3 antagonist	PPARg SRC3 recr	PMI act satM6P	PPARg SRC2 recr	Diaph act CS	G6PDH counter	SRC2 TRFRET art	Diaphorase inh
Cc1cc(/C=C2\SC(=S)NC2=O)c(C)n1C1CC1	-0.77	7	1	·	-2	1.1	-6	0.8	3	1512	24
CCOc1ccccc1NC(=S)NCC1CCCO1 (centres undefined)	·	2	1.1	1	4	1	7	0.9	6	1512	9
Cc1ccsc1C(=O)Nc1ccccc1N1CCOCC1	-2.2	11	1	·	3	1.1	3	1	-4	1578	-3
Cc1ccccc1C(=O)NC(=S)Nc1cccc(NC(=O)C(C)C)c1	-0.42	-6	0.9	-13	-5	0.8	-6	0.9	1	1532	15

Additional results follow.
SMILES	ROMK primary	PPARg SRC1 recr	PMI act	S1P3 antagonist	PPARg SRC3 recr	PMI act satM6P	PPARg SRC2 recr	Diaph act CS	G6PDH counter	SRC2 TRFRET art	Diaphorase inh
COc1cccc(C2CC(c3ccccc3)n3ncnc3N2)c1 (centres undefined)	·	-1	1	·	-3	1	-4	0.9	5	1618	13
Nc1nc(Br)c2ccccc2c1-c1ccc(F)cc1	·	5	1	·	2	0.9	6	0.9	6	1487	14
O=C(CCC1CCCC1)Nc1cccc(Cc2ccncc2)c1	-0.47	-1	0.8	11	4	0.9	7	0.8	7	1657	22
O=C(Cn1cc(C(=O)c2cccs2)c2ccccc21)NCc1cccs1	·	5	0.8	-20	4	0.9	-5	0.8	-25	1519	18
CCOCCCNC(=O)C1CCCN1C(=O)NC1CCCCC1 (centres undefined)	·	2	0.9	-11	3	1	-1	0.9	0	1524	6
Clc1ccc(Cn2ncc3c(N4CCCC4)ncnc32)cc1	-0.14	2	0.9	11	4	1	10	1.1	-5	1469	-6
O=C(NCCN1CCOCC1)c1cccc(S(=O)(=O)N2CCCCCC2)c1	·	2	0.9	8	-1	1	4	0.8	-1	1493	18
CC1CCN(CC(C)OC(=O)c2ccc3c(c2)OCCO3)CC1 (centres undefined)	·	4	1.1	-20	13	1	8	0.9	6	1750	14
C/C(=N/NC(=O)CN1CCN(S(=O)(=O)c2ccc(Br)cc2)CC1)c1ccco1	·	4	1	-10	-2	1	6	0.9	-19	1580	14
O=C1CCCN1CCC1CCCCN1Cc1nc(-c2cnccn2)no1 (centres undefined)	-0.48	-5	1.1	-9	-1	1.1	-4	0.9	16	1543	8
CC(=O)Nc1ccc(S(=O)(=O)NC(C)C(=O)OCC(=O)NC2CCCC2)cc1 (centres undefined)	-0.23	3	1	-12	3	1	-3	0.9	9	1561	6
Cn1nnnc1SCC(=O)NCc1ccccc1	·	6	1	·	3	1	3	0.9	-6	1446	7
Cn1c(NC(=O)c2cccs2)c(-c2cccs2)c(=O)c2ccccc21	0.47	-2	1	-21	-2	0.9	3	0.8	2	1480	18
O=S(=O)(c1ccc(F)cc1)N1CCN(Cc2ccccn2)CC1	1.1	-4	1	-8	0	1	-2	0.9	6	1445	7
CCOC(=O)c1c(C)[nH]c(C(=O)Cn2nnc(-c3ccccc3)n2)c1C	·	-4	0.9	-12	-2	0.9	-1	1	13	1427	4
COC(=O)c1cc(=O)n(Cc2ccc3c(c2)OCO3)c(=Nc2ccc(F)c(Cl)c2)s1	·	0	0.9	·	-3	1	-1	0.8	6	1652	24
O=C(NCc1ccco1)C1CCCN1S(=O)(=O)c1ccc2ccccc2c1 (centres undefined)	-0.77	3	1	·	20	1	8	0.8	8	1485	17
CCN=C1S/C(=C\c2ccc(O)c(OCC)c2)C(=O)N1CC	0.91	5	1	7	6	0.9	9	0.8	-6	1611	17
COc1ccc(CNn2c(-c3ccccc3F)nc3ccccc3c2=O)cc1OC	-0.073	5	1.1	-18	4	1	14	0.9	4	1792	7
O=C1CC(N2CCN(c3ccccc3)CC2)C(=O)N1CCc1ccccc1 (centres undefined)	·	-1	0.9	12	-3	0.9	-6	0.8	4	1538	15
O=C(NCCc1ccccc1)C1(c2ccccc2)CC1(Cl)Cl (centres undefined)	·	-2	0.8	·	-13	0.9	-2	0.8	4	1407	17
CC(C)C(=O)N(Cc1ccc2c(c1)OCO2)Cc1ccccn1	·	10	1.1	·	-3	1	4	0.8	-1	1667	15
CCCCC(CC)CNC(=O)c1cccs1 (centres undefined)	-0.16	4	1.2	4	5	1.1	7	1.1	-1	1644	-10
O=C(O)c1c2c(nc3ccc(S(=O)(=O)N4CCC(C(=O)NC5CCCCCC5)CC4)cc13)CCCC2	0.89	5	1.2	-13	8	0.9	5	0.8	3	1592	16
O=P(O)(O)c1ccccc1OCCOCCOCCOCCOc1ccccc1P(=O)(O)O	1.4	0	1.2	-12	3	1.4	3	0.9	12	1577	9
Fc1cc(Br)ccc1NC(=S)NCCc1ccccc1	-0.34	-3	0.8	·	-4	0.8	7	0.8	6	1453	21
Cc1ccc(OCCCn2c(CO)nc3ccccc32)cc1	·	6	0.9	4	-5	0.9	8	0.9	2	1697	14
Cc1nc(NC(C)c2ccccc2)c2c3c(sc2n1)CCC3 (centres undefined)	-0.67	8	0.9	·	11	1	5	0.8	-3	1476	24
CCCCCCn1ccc(=N)cc1	·	0	0.9	1	-15	0.9	0	0.8	14	1413	17
O=C(O)CC(C(=O)OCC1CCCO1)N1CCOCC1 (centres undefined)	1.3	3	1	·	13	1.1	8	1	4	1473	5
CCOC(=O)CP(=O)(c1ccccc1)c1ccccc1	-0.12	3	1	·	4	1	2	0.9	-5	1640	6
CCOC(=O)c1sc(C)c(C(=O)NCC(C)(C)CN(C)C)c1N	·	2	1	·	4	1	4	0.9	-3	1568	12

From PubChem BioAssay

Rows are unselected; 3.3% or so of the library scored in one or more.
